Bioassay records as filed in PubChem BioAssay.
Akt phos inh = blocks phosphorylation of Akt; activity change, % for hits at 50 µM; 0.32% of 360,000 active; Neuro2A IGF-stimulated pAkt S473 HTRF, 20 min; stronger effect = lower value; AID 651550; in the data active = activity change below about -80%; inconclusive = mostly about -51% to -80%; also: % is scaled to controls: 0 for no effect and ±100 for the full control effect
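Neuro2A cells (4,500/well, DMEM with 0.5% FBS) were treated with compound at a single 50 µM final concentration, stimulated with 6 nM IGF for 20 min at 37 °C, and lysed. Phospho-Akt Ser473 was read by HTRF as 665/615 ratio ×10^4.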
TDP43 rescue = rescues yeast growth from TDP-43 toxicity | AID 652104 | TDP-43 expressing yeast growth rescue, BacTiter-Glo, 24 h | 1.8% of 410,000 active | Potency, µM (highest dose often 46.1 µM), for the others: at the highest dose growth rescue (activation), actives largely listed as activators; also: potency is read from the fitted curve at half-maximal effect; % of control where 0% means no effect; nearly all actives have a fitted effect of over 50% in size
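In this qHTS, compounds that restore growth of yeast expressing TDP-43 appear as activators. Cells (OD600=0.02, galactose medium, raffinose-pregrown) are incubated with compound 24 hr at 30 deg C and growth is quantified by BacTiter-Glo.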
D3 antag = blocks the human D3 dopamine receptor; D3R cells, DiscoveRx beta-arrestin luminescence, antagonist mode; stronger effect = lower value; P35462; max response, negative = inhibition, %; 2.5% of 360,000 active; in the data active = max response below about -50%; inconclusive = no clear call, values can overlap the other calls; also: % is scaled to controls: 0 for no effect and ±100 for the full control effect; mostly tested at two doses, the higher about 12 µM
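Cells expressing the human receptor were seeded at 1500 cells/well, incubated overnight at 37 degrees C in 5% CO2, then exposed to library compounds with dopamine controls for 90 minutes at 37 degrees C before luminescent detection.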
FUS yeast rescue = FUS proteinopathy suppression in yeast; AID 1347120; Potency, µM (doses to about 76.6 µM), inactives show top-dose growth rescue (activation), actives largely listed as activators; S. cerevisiae FUS-expressing, growth rescue, OD600, 24 h; 0.24% of 390,000 active;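 also: potency is read from the fitted curve at half-maximal effect; plate controls were DMSO vehicle for no effect and reference control for full effect; nearly all actives have a fitted effect of over 55% in size; some results filed as inactive show a strong effect at the top dose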
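Cultures pregrown in 2.5% raffinose medium are shifted to minimal medium containing 2% galactose to express toxic FUS. Compounds are tested at several concentrations. After 24hr at 30C, growth is quantified at 600 nm absorbance.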
aSyn yeast inh = inhibitors of alpha-synuclein toxicity in yeast; Potency, µM (highest dose often 46.1 µM), without a hit: top-dose growth rescue (activation), most hits filed as activators; Yeast expressing alpha-synuclein, growth rescue, BacTiter-Glo, 24 h; AID 652106; 0.14% of 370,000 active; also: potency is read from the fitted curve at half-maximal effect; % of control where 0% means no effect; nearly all actives have a fitted effect of over 65% in size
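Galactose-induced alpha-syn yeast (OD600=0.02, raffinose-pregrown) + pinned cpd, 24 hr, 30 deg C; growth by BacTiter-Glo luminescence. Growth restoration scores as activation.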
GLP-1R inv ag = acts as inverse agonist at human GLP-1 receptor. P43220. HEK293 GLP-1R CRE-luciferase, luminescence, 24 h; GLP-1R form is constitutively active. Potency, µM (top dose mostly 38.3 µM), without a hit: top-dose activity change, negative = inhibition, actives largely listed as inhibitors. 1.6% of 410,000 active; also: potency is read from the fitted curve at half-maximal effect; % is scaled to controls: 0 for no effect and ±100 for the full control effect; nearly all actives have a fitted effect of over 55% in size
Target sequence (P43220 whole entry, looked up): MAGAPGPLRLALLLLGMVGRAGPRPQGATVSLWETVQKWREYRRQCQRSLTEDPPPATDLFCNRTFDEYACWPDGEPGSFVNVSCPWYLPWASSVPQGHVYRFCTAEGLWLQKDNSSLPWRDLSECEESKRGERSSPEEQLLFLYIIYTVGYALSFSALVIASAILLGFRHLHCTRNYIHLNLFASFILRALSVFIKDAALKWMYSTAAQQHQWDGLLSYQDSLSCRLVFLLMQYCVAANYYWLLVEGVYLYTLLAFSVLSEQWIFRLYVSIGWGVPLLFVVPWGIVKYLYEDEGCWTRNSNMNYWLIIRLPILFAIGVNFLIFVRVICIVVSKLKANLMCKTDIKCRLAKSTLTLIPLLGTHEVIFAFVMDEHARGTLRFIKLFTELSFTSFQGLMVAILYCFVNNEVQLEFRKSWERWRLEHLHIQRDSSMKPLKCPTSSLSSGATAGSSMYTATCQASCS
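Readout was luciferase luminescence, measured 12 min after detection reagent at room temperature. Beforehand, GLP-1R reporter HEK293 cells had sat 12 h, then received compounds for 24 hr at 37 deg C.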
Abeta rescue = restores growth of yeast expressing A-beta42 peptide. yeast expressing A-beta42, growth rescue, OD600, 48 h; response scale: 0% DMSO, 100% iron-clioquinol control. Potency, µM (highest dose often 46.1 µM), for inactives: at the top dose growth rescue, usual class: activators. 0.063% of 410,000 active. AID 1347071; also: potency is read from the fitted curve at half-maximal effect; nearly all actives have a fitted effect of over 55% in size
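Growth rescue measured by 600 nm absorbance after 48 h yeast culture at 30 C with compound. Values normalized between DMSO and an equimolar ferric chloride plus clioquinol control.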
GLP1R ag = agonists of human GLP-1 receptor | HEK293 GLP-1R CRE-luciferase, luminescence, 4-6 h; cells express a hypersensitive GLP-1R form | P43220 | Potency, µM (doses to about 45.6 µM), for inactives: at the top dose activation, hits mostly activators | 0.007% of 380,000 active; also: potency is read from the fitted curve at half-maximal effect; % of control where 0% means no effect
PTHR1 ag = agonists of human PTHR1 parathyroid hormone receptor. Q03431. HEK293 GP2 PTHR1 cells, GloSensor cAMP luminescence, 1 h. Potency, µM (top dose mostly 115 µM), for the others: top-dose activation, usual class: activators. 0.075% of 410,000 active; also: potency is read from the fitted curve at half-maximal effect; nearly all actives have a fitted effect of over 55% in size; some results filed as inactive show a strong effect at the top dose; inactives centre near -15; many of its hits are not listed in these tables
Target sequence (Q03431 whole entry, looked up): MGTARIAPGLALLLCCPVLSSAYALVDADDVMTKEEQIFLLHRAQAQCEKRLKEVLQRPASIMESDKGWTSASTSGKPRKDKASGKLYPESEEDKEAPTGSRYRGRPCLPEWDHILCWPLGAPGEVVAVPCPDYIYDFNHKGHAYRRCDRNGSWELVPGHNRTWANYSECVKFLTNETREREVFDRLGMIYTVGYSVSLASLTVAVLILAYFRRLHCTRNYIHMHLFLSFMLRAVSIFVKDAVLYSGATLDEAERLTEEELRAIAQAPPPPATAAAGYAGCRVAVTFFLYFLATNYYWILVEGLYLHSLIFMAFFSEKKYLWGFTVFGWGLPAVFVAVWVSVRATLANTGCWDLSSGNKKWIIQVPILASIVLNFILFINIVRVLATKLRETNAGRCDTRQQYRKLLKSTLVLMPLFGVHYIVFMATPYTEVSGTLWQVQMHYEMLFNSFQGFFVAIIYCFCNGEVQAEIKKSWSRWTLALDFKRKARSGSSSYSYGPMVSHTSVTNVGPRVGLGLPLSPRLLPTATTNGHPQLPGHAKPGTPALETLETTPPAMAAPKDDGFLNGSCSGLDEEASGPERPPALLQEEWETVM
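HEK-293-derived GP2 cells expressing PTHR1 and a GloSensor cAMP reporter, 3,000/well, plated overnight, given luciferin plus IBMX (each 0.5 mM as added) for 1 h at 37 °C, then compound for 1 h at 37 °C. Luminescence was read after 15 min at room temperature.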
An asterisk follows results filed as active; i = inactive; u = inconclusive; x = no result given; [ ] = dose if it differs, or a comment. Unless noted, calls follow the shape of the dose curve; as a rule, active = well fitted curve in the direction sought with a large enough effect; inconclusive = small, poorly fitted or top-dose-only effect, or another doubt; inactive = no such curve, though single readings can be large; an effect the other way counts as inactive or inconclusive. Only part of the results is shown; rates above refer to the full screens.

Below each SMILES: Akt phos inh	TDP43 rescue	D3 antag	FUS yeast rescue	aSyn yeast inh	GLP-1R inv ag	Abeta rescue	GLP1R ag	PTHR1 ag
- N#CCSc1nc2c(c(=O)n1Cc1ccccc1)C1(CCCC1)Cc1ccccc1-2
 : i	4%	-10	25%	7%	4µM*	-8%	-4%	i
- COc1ccc([C@@H]2C[C@H]3[C@@H](CN2S(=O)(=O)c2ccccc2)C(=O)C[C@@H](c2ccccc2)N3S(=O)(=O)c2ccc(C)cc2)cc1
 : i	16%	-14	29%	0%	-8%	9%	-1%	-17%
- Cc1cc2c(=O)n(CC(=O)NCC(=O)N3CCN(Cc4ccccc4)CC3)cnc2s1
 : i	-7%	u	32%	-3%	2%	11%	-10%	u
- Cc1ccc(-c2nn(CCC(=O)NN3CCOCC3)c(=O)c3ccccc23)cc1
 : i	1%	-14	-17%	2%	10%	-6%	0%	0%
- CC1(C)Cc2c(c(N3CCOCC3)nc3sc4c(NCC5CCCO5)nnnc4c23)CS1 (stereo not given)
 : i	u	53	28%	0%	-13%	-3%	22%	-10%
- CC(C)COC(=O)N(C)C[C@H]1OCc2cn(nn2)CCCC(=O)N([C@@H](C)CO)C[C@@H]1C
 : i	3%	-16	-8%	-2%	18%	-15%	5%	-15%
- CC(=O)Nc1sc2c(c1C(N)=O)CCN(Cc1ccccc1)C2
 : i	-9%	-8	18%	-3%	10%	11%	14%	-59%[inhibitor]
- COc1cc(CNC23CC4CC(CC(C4)C2)C3)ccc1OCc1ccccc1
 : i	-10%	1	15%	6%	u	-22%	7%	i
- COc1ccc(NS(=O)(=O)c2ccc3c(c2)NC(=O)CO3)cc1
 : i	-5%	5	2%	-3%	2%	-6%	6%	-4%
- COC(=O)Cc1csc(NC(=O)CSc2nncn2C)n1
 : i	-32%[inhibitor]	-4	28%	-16%	2%	-2%	8%	i
- COc1cc(C(=O)NCCC(=O)NC2CCC(C)CC2)cc(OC)c1OC (stereo not given)
 : i	-21%	15	5%	0%	-4%	9%	4%	-27%
- O=c1oc2ccc3ccccc3c2cc1-c1nnc(-c2cccs2)o1
 : i	-13%	3	15%	-8%	15%	-19%	0%	i
- COc1ccccc1N1CCN(S(=O)(=O)c2ccc(-n3cnnn3)c(C)c2)CC1
 : i	14%	2	x	0%	4%	8%	-8%	-19%
- COc1ccccc1N1CCN(c2ncnc3onc(C)c23)CC1
 : x	17%	x	-9%	x	-2%	-7%	x	-32%[inhibitor]
- COc1ccc2sc(N(Cc3cccnc3)C(=O)C3CCCCC3)nc2c1
 : x	u	x	u	x	u	-58%[inhibitor]	x	-38%[inhibitor]
- CC1(C)CC(=O)/C(=C(\O)c2ccccc2)C(=NCCO)C1
 : i	-6%	-11	10%	0%	53%	1%	-13%	i
- O=C(CNc1cc(S(=O)(=O)N2CCOCC2)ccc1NCC1CCCO1)Nc1ccc(C(F)(F)F)cc1 (stereo not given)
 : i	-14%	-4	u	1%	u	26%	17%	i
- CCC(=O)N1c2ccccc2CC1C(=O)NCCCN1CCN(c2ccc(OC)cc2)CC1 (stereo not given)
 : x	17%	x	-23%	x	u	-7%	x	-2%
- N#CC1=C(N)OC2=C(C(=O)CCC2)C1c1ccncc1 (stereo not given)
 : i	-22%	-8	-3%	-15%	3%	-6%[9.22 µM]	0%	i
- CCOC(=O)CCc1c(C)c2ccc(OCc3cc([N+](=O)[O-])ccc3OC)cc2oc1=O
 : i	4%	27	x	0%	0%	-10%	1%	i

The final two entries of the section above open the next one.
Below each SMILES: Akt phos inh	TDP43 rescue	D3 antag	FUS yeast rescue	aSyn yeast inh	GLP-1R inv ag	Abeta rescue	GLP1R ag	PTHR1 ag
- N#CC1=C(N)OC2=C(C(=O)CCC2)C1c1ccncc1 (stereo not given)
 : i	-22%	-8	-3%	-15%	3%	-6%[9.22 µM]	0%	i
- CCOC(=O)CCc1c(C)c2ccc(OCc3cc([N+](=O)[O-])ccc3OC)cc2oc1=O
 : i	4%	27	x	0%	0%	-10%	1%	i
- O=C(O)CCCC(=O)NCc1ccccn1
 : i	8%	6	-12%	2%	8%	10%	-11%	i
- CSc1ccc(CN(C)C(=O)CSCC(=O)Nc2cc(C)on2)cc1
 : i	24%	9	13%	5%	15%	17%	12%	i
- CCN=C1SC(CC(N)=O)C(=O)N1CC (stereo not given)
 : i	-4%	13	1%	-2%	42%[activator]	-6%	-1%	i
- CC1CCCCC12NC(=O)N(Cn1nnc3ccccc3c1=O)C2=O (stereo not given)
 : i	7%	-15	-11%	0%	5%	2%	0%	i
- Cc1ccc(-c2nnc(COC(=O)c3ccco3)o2)cc1
 : i	1%	-95*	13%	-2%	5%	-5%	-1%	-2%
- OCC[C@H]1C[C@H](O)[C@@H](O)[C@@]2(Cc3ccccc3O2)O1
 : i	20%	-6	-11%	-8%	-6%	-5%	8%	i
- Cc1ccc(C)c2c1[nH]c1ccccc12
 : i	14µM*	2	16%	5%	u	32%	1%	i
- CCOc1ccc(N2CC(C(=O)NCCCN3CCOCC3)CC2=O)cc1 (stereo not given)
 : i	0%	6	-9%	4%	-22%	8%	-7%	i
- COc1ccc(/C=N/Nc2nncc3ccccc23)c(OC)c1
 : i	u	1	x	-5%	28%	-14%	-3%	-6%
- Cc1ccccc1CNc1ccc(C(CC(N)=O)NC(=O)c2ccc(Br)cc2)cc1[N+](=O)[O-] (stereo not given)
 : i	15%	-25	10%	1%	-21%	9%	-3%	-5%
- Cc1ccc(S(=O)(=O)Cn2cnnn2)cc1
 : i	-10%	-78*	2%	1%	0%	1%	0%	-11%
- CC1Cc2ccccc2N1C(=O)CSc1nnc(C2CC2)n1C (stereo not given)
 : i	2%[9.22 µM]	5	-2%	-1%	-7%[7.66 µM]	-4%	8%	i
- CC(C)(C)Cc1c(C2CCCCC2)nc2ccc(Cl)cn12
 : i	-2%	15	-17%	1%	u	u	6%	-16%
- CCC(NC(=O)c1ccc([N+](=O)[O-])cc1[N+](=O)[O-])c1ccccc1 (stereo not given)
 : i	-12%	u	-2%	-5%	u	-13%	2%	-24%[57.5 µM]
- CC(C)NC(=O)c1cc(C2CCCCN2S(=O)(=O)c2cccc3cccnc23)on1 (stereo not given)
 : i	29%	22	6%	3%	17%	4%	-5%	-24%
- COc1cc2c(cc1OC)C(C(=O)NCCN(C)C)C(c1cccs1)N(C)C2=O (stereo not given)
 : i	-10%	u	0%	-6%	-16%	3%	6%	6%
- CC(C)[C@H](NC(N)=O)C(=O)NNC(=O)COc1cccc(C(F)(F)F)c1
 : i	-3%	9	-4%	0%	-15%	-4%	-5%	i
- COc1ccc2cc(OCC(=O)NNC(=O)Nc3ccc(C(C)=O)cc3)ccc2c1
 : i	3%	9	41%	6%	-6%	3%	0%	-35%[inhibitor]
- CC(C)(C)C(=O)Nc1ccc(C(=O)CSc2nnc(C3CC3)n2C2CC2)cc1
 : i	2%	4	1%	3%	11%	-5%	-1%	-25%
- CN(NC1OC(=O)c2ccccc21)c1ccc(C(F)(F)F)cc1[N+](=O)[O-] (stereo not given)
 : i	-3%	-3	-8%	13%	-1%	-41%[inhibitor]	0%	i

Printed as active in GLP-1R inv ag (from the list above):
SMILES,Akt phos inh,GLP-1R inv ag,GLP1R ag,PTHR1 ag
N#CCSc1nc2c(c(=O)n1Cc1ccccc1)C1(CCCC1)Cc1ccccc1-2,i,4µM*,-4%,i

Next section
Below each SMILES: Akt phos inh	TDP43 rescue	D3 antag	FUS yeast rescue	aSyn yeast inh	GLP-1R inv ag	Abeta rescue	GLP1R ag	PTHR1 ag
- CC1(C)C([N+](=O)[O-])C(c2ccc(F)cc2)NC(c2ccc(F)cc2)C1[N+](=O)[O-] (stereo not given)
 : i	4%	0	31%	-1%	10µM*	14%	-2%	-7%
- CC1CC(=O)N(c2ccc(NCCc3ccc(O)cc3)c([N+](=O)[O-])c2)C1=O (stereo not given)
 : i	16%	-21	15%	4%	-7%	10%	13%	-50%
- CCCCCOc1ccc(C(=O)NCCC(=O)NCCCC(=O)OCC)cc1
 : i	-13%	17	24%	2%	-23%	0%	3%	-18%
- CC1CCCCC1NC(=O)COC(=O)/C=C/c1ccco1 (stereo not given)
 : i	u	2	1%	2%	-15%	4%	13%	i
- CCOc1cc(C(=O)Nc2ccc(C)cc2C)ccc1OCC(=O)N1CCCCC1
 : i	6%	-20	30%	-4%	-27%	9%	6%	-12%
- Cc1nc2ccc(NC(=O)CS(=O)(=O)c3ccccc3)cc2s1
 : i	14%	0	2%	3%	14%	-3%	0%	i
- C#CCn1cc(/C=C2\NC(=O)NC2=O)c2ccccc21
 : i	-6%	-13	1%	1%	9%	0%	21%	-7%
- CC(=O)c1cccc(NC(=O)C(C)N2CCc3ccccc3C2)c1 (stereo not given)
 : i	-10%	-25	11%	-6%	-15%	-5%	22%	-5%
- Cc1nn(C)c(C(=O)Nc2ccc3c(c2)OCO3)c1[N+](=O)[O-]
 : i	11%	-2	13%	-1%	6%	1%	0%	-4%
- COc1ccc(C(=O)NNC2=CC(=O)CC(C)(C)C2)cc1OC
 : i	10%	10	27%	9%	-1%	15%	12%	i
- COc1cc(C#N)ccc1OCC(=O)Nc1cccc(S(=O)(=O)N(C)c2ccccc2)c1
 : i	4%	6	36%	u	u	1%	-1%	-27%
- Cc1cccc(C)c1NC(=O)C1(C)CN(S(C)(=O)=O)CC(=O)N1Cc1cccs1 (stereo not given)
 : i	-6%	25	2%	0%	4%	-6%	x	-1%
